# High-throughput results: PubChem BioAssay, several laboratories
# HTR2A ag = activates the mouse 5-HT2A serotonin receptor | P35363 | CHO-K1 mHTR2A beta-arrestin complementation, luminescence; percent of 30 µM serotonin response | activation, % at 7.6 µM | 360,000 tested, 0.66% active | AID 624169;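 active = activation above a run cutoff, the mean activation of all tested compounds plus 3 SD, cut at about 14% in these data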;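 also: 0% = plate median of compound wells and 100% = 30 µM serotonin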
# Target sequence (P35363 whole entry, looked up): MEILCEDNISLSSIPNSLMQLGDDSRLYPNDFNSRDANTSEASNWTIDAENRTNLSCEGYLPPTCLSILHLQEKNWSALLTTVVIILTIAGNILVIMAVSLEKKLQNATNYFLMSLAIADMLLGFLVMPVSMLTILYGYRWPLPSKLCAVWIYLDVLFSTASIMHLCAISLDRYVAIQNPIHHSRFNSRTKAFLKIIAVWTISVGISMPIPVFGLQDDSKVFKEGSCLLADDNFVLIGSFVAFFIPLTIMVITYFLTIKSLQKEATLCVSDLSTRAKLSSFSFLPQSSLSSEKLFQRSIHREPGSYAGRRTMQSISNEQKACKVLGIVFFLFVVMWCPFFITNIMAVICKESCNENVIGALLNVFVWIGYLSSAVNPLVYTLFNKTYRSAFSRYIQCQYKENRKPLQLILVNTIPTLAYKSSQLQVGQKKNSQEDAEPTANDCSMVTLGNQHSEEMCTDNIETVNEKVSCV
# Shn3 inh set2 = reduces Shn3 3'UTR luciferase signal in osteoblasts | inhibition, % at 12.5 µM | Clone20 osteoblast Shn3 3'UTR firefly luciferase, 24 h | 360,000 tested, 0.52% active;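 active = mean inhibition of at least 75% with every replicate also reaching 75%; inconclusive = mean inhibition at least 75% but some replicate below; inactive = mean inhibition below 75%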;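 also: 0% = median of neutral control wells and 100% = pilot-screen positive control compound; some compounds past the cut are filed as inactive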
# hiPSC survival = hiPSC single-cell survival enhancement; survival enhancement, % at 20 µM; 360,000 tested, 0.044% active; ATPlite luminescence; 100% = ROCK inhibitor wells, 0% = DMSO; in the data active = survival enhancement above about 18%;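 also: cells exposed to compounds for 16 hours before the ATP read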
# Peg3 promoter = reduces Peg3 promoter-driven luciferase expression in HeLa; HeLa PEG-Prom luciferase reporter, luminescence, overnight; inhibition, % at 20 µM; 360,000 tested, 1.7% active; AID 588405;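 active = inhibition of at least 50% at 20 µM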
# NR2E3 ag-1 = agonists of human NR2E3 nuclear receptor. Q9Y5X4. CHO-S Gal4-NCOR/VP16-NR2E3 two-hybrid, luciferase. inhibition of corepressor binding, % at 3.98 µM. 360,000 tested, 0.35% active. AID 602229;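 active = inhibition above the mean of all tested compounds plus 3 SD, cut at about 70% in these data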;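 also: 0% = DMSO with NR2E3 transfected cells and 100% = cells lacking NR2E3 construct; higher means lower luciferase signal from less NR2E3 corepressor binding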
# Target sequence (Q9Y5X4 whole entry, looked up, the tested form may be a part): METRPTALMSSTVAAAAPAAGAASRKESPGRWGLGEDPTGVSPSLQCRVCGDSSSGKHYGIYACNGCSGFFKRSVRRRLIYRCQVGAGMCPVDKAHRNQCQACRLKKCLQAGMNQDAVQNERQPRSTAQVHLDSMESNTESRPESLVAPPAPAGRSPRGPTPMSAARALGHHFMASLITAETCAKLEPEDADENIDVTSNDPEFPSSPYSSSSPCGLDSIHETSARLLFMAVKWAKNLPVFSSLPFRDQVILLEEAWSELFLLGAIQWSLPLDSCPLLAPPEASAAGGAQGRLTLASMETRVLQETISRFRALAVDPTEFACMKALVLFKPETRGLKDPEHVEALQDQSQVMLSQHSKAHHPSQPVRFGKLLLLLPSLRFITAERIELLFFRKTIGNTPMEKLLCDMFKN
# NR2E3 ag-2 = NR2E3 (human) agonism; GST-NR2E3/biotin-RetCOR TR-FRET, 1536-well; inhibition of corepressor binding, % at 4.78 µM; 320,000 tested, 0.12% active; AID 2300;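 active = percent inhibition above the cutoff of mean plus 3 SD of all tested compounds, set per screening campaign, cut at about 20% in these data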;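 also: 0% = DMSO wells and 100% = biotin wells as full block of FRET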
#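 system = GST-tagged NR2E3 plus biotinylated RetCOR corepressor | input = 1.35 nM GST-NR2E3 | also added = 7 nM biotin-RetCOR | schedule = 5 h incubation at 4 °C | measured by = TR-FRET with europium anti-GST and streptavidin-D2, 340 nm excitation | read-out = percent loss of FRET ratio relative to control wells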
# PDI turbidity = inhibitors of human protein disulfide isomerase; P07237; PDI insulin aggregation turbidity, A650, 90 min; inhibition, % at 10 µM; 350,000 tested, 0.052% active;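 active = mean inhibition across replicates of 30% or more, whatever share of single replicates reach that level; inconclusive = mean inhibition below 30% while every single replicate reaches 30%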;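 also: absorbance from insulin aggregation driven by PDI reduction with DTT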
# CaV13 FRET inh = Disruptors of the CACNA1D IQ motif to Ca2+-dependent inactivation inhibitor domain association, primary screening, Förster resonance energy transfer in intact living … | HEK cells, CFP/YFP FRET ICDI-IQ, plate reader, 10 min; percent FRET-ratio fall versus neutral wells | AID 743397 | inhibition, % at 12.3 µM | 340,000 tested, 0.098% active;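 active = mean replicate inhibition of at least 30% and at least 1% of replicates passing that level; inconclusive = only one of the two criteria is met; inactive = neither criterion is met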;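 also: 0% = median of the neutral control wells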
# Cardio protect = myocardial damage modulation in H9c2 cells. H9c2 cardiomyocytes, H2O2 injury protection, ATPLite, 2 h. protection from H2O2 cell death, % at 20 µM. 360,000 tested, 0.63% active;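 active = compounds giving at least 50% protection of heart cells from peroxide-induced death in the single-dose screen, raw or plate-pattern-corrected value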;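 also: 0% = DMSO wells with peroxide and 100% = DMSO wells without peroxide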
# HIF-2a block = HIF-2a inhibition; 786-0 RCC cells HIF-2a reporter, luciferase luminescence, overnight; inhibition, % at 18.8 µM; 360,000 tested, 0.72% active;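 active = inhibition of the luminescence signal of 40% or more relative to plate controls, in a single-dose primary screen at 18.75 µM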
# MITF TRPM1 inh = MITF TRPM1 promoter inhibition in SK-MEL-5 cells. SK-MEL-5 TRPM1 promoter luciferase, 24 h. inhibition, % at 12.5 µM. 330,000 tested, 0.83% active;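 active = mean inhibition across replicates of 60% or more, whatever share of single replicates reaches that level; inconclusive = some that reach 60%, reason not given; inactive = mean inhibition across replicates below 60%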; also: values of inactives mirror those of a sister screen read the other way
# Numbers without * were called inactive; ? = inconclusive; nt = not tested or not shown.
SMILES,HTR2A ag,Shn3 inh set2,hiPSC survival,Peg3 promoter,NR2E3 ag-1,NR2E3 ag-2,PDI turbidity,CaV13 FRET inh,Cardio protect,HIF-2a block,MITF TRPM1 inh
COc1ccc(NC(=O)C2CCCN(c3ncnc4onc(-c5ccc(F)cc5)c34)C2)cc1 (stereo not drawn),-9.4,-3.2,1.1,22.3,-32.7,-0.8,-4.5,-15.2,-1.6,17.4,2.3
CC(=O)Nc1ccc(S(=O)(=O)NCC2CCC(C(=O)NC3CCCCCC3)CC2)cc1 (stereo not drawn),9.6,2.4,0.9,6.2,-24.7,-0.4,4.7,-4.9,-0.5,7.6,-5.6
Cc1ccc(OCc2cc(C(=O)N3CCCC3)no2)cn1,6.2,-21.1,-0.4,-142.3,-42.5,1.4,2.7,-5.8,-1.8,-139.7,-19.6
O=C1Nc2ccccc2N(C(=O)c2c(F)cccc2F)C1c1nc2ccccc2[nH]1 (stereo not drawn),-0.3,nt,-2.0,nt,-108.0,nt,nt,-9.0,nt,-198.7,nt
O=C(COC(=O)c1c(F)cccc1F)NCc1cccs1,-0.6,-6.9,3.0,-5.4,-1.1,nt,-3.5,-4.5,7.1,7.9,10.1
COc1ccc(CCNC(=O)C2CCCN2C(=O)Nc2ccc(F)cc2)cc1OC (stereo not drawn),3.3,-2.3,-0.5,5.9,-14.1,2.4,2.4,-4.3,-0.7,19.7,-3.1
CCCCCCC(=O)NNC(=O)c1c(O)c2ccccc2n(CC)c1=O,4.1,-2.5,0.5,-3.6,-9.0,3.2,16.1,-6.0,-5.3,11.7,-1.8
CCCN(C(=O)Cc1c(C(=O)O)n(C)c2ccccc12)c1cccc(C)c1,-1.1,-17.3,0.0,19.5,17.3,-0.3,1.9,-3.4,1.6,14.8,0.9
CC(C)C(=O)Nc1cccc(NC(=O)c2cccc(F)c2)c1,6.3,-12.2,-0.8,10.7,-1.6,5.9,2.5,-4.7,-2.9,7.8,0.3
CCOC(=O)COn1c2c(c3c4no[n+]([O-])c4ccc31)CCCC2,2.8,0.4,5.0,-9.7,6.4,-0.7,-12.5,nt,-14.1,8.6,5.7
Cc1nc[nH]c(=O)c1Br,1.0,-11.4,-2.7,-0.5,2.3,1.0,-1.2,-5.2,1.5,17.9,5.7
Cc1cc(C)c2c(n1)nn1c(C3CC3)cc(C(F)(F)F)nc21,-1.8,17.3,0.1,8.5,-10.5,-0.2,-1.2,-1.1,8.6,8.2,-1.7
Cc1c(-c2ccccc2)nc2ccccc2c1C(=O)Oc1ccc([N+](=O)[O-])cc1,3.0,16.5,-1.1,15.7,-1.3,0.7,-3.6,nt,-7.1,-11.7,3.9
COc1ccc(N2C(=O)CCC(C(=O)N3CCOCC3)C2c2ccc(F)cc2)cc1 (stereo not drawn),-0.9,-2.6,2.4,3.3,11.2,0.1,-4.7,-3.1,4.8,19.9,-9.4
N#C/C(=C/c1cccs1)c1ccccn1,3.1,-72.0,-0.7,-241.6,-40.3,-0.4,0.0,-13.5,-1.4,-266.2,-90.3
O=S1(=O)C=C(Sc2nc3cc(Cl)ccc3o2)c2ccccc21,-3.1,99.9*,-2.5,101.6*,23.9,-4.1,2.1,nt,-0.3,-4.3,68.4*
O=C(CSc1ccccc1)N1CCCC(N2CCN(c3cccc(Cl)c3)CC2)C1 (stereo not drawn),-2.3,25.6,0.4,14.0,-41.4,1.1,-25.2,-3.5,-1.4,-25.9,-19.4
CN(C)S(=O)(=O)c1ccc(N2CCCC2)c(C(=O)NC(c2ccccc2)c2ccccc2)c1,7.5,18.1,-0.8,24.7,-30.8,-1.9,4.3,-5.4,25.0,1.0,9.0
O=C(Nc1ccc(C2SCCS2)cc1)c1ccccc1,4.3,-113.2,-0.9,-311.7,-128.8,-2.4,-3.9,-3.7,-6.0,-256.7,nt
O=C(c1ccc(Cl)c(Cl)c1)N1CCC(=O)N(C(CO)Cc2ccccc2)CC1 (stereo not drawn),-1.9,-12.2,2.7,-1.5,-20.5,0.5,-7.2,-8.5,-4.6,-6.9,-7.7
Fc1ccc2nc3[nH]c4ccccc4c3nc2c1,22.4*,-70.1,-1.2,-202.2,-108.0,1.4,-6.2,nt,-0.6,-206.2,-24.1
O=C(Oc1ccccc1)c1cc(O)c(O)c(O)c1,-6.0,31.0,-0.4,-9.6,-55.7,nt,nt,nt,74.8*,-55.2,nt
C=CCn1c(C(CCCC)CC(O)COCC(C)C)n[nH]c1=S (stereo not drawn),2.0,-13.9,-1.4,-6.3,-12.7,-1.4,?,-6.1,9.4,13.5,11.4
COc1cc(/C=C(\NC(C)=O)C(=O)Nc2cccc(O)c2)ccc1OC(C)=O,-2.8,5.7,2.2,-1.9,-4.7,-2.2,-1.9,-6.8,5.5,11.3,-0.6
CCCn1nnnc1NCc1ccccc1C,0.6,5.7,-0.5,13.1,12.1,0.8,-1.6,-4.3,-3.2,14.7,3.1
COc1ccc(CNC(=O)CN(c2ccc(C(C)C)cc2)S(=O)(=O)c2c(C)noc2C)cc1,3.1,1.5,0.2,8.3,-28.6,-1.7,-8.0,-7.3,0.4,15.6,10.2
COc1cnc(-c2ccccn2)nc1Sc1c(Cl)cccc1Cl,-7.7,27.7,-3.7,34.5,90.9*,0.6,11.9,-4.0,16.4,38.0,10.4
COc1ccc(-n2nnnc2SCC(=O)NCCc2ccccc2)cc1OC,-5.3,-4.9,0.8,13.6,-4.2,3.3,2.7,-4.6,-3.7,15.2,-9.7
CCCCCOC(=O)c1ccc(OC(=O)c2cncc(Br)c2)cc1,2.2,-85.2,1.3,-213.3,-30.3,0.4,15.7,nt,-2.8,-240.6,-81.5
Cc1ccsc1C(=O)OCC(=O)c1cc(C)n(C)c1C,-4.4,31.8,-3.4,37.8,-73.3,nt,-6.2,-4.3,-20.6,-143.2,58.2
Cc1sc(NC(=O)CSC2=NCCS2)nc1-c1ccccc1,-4.3,6.8,0.3,-24.9,-17.7,-0.3,-3.7,-4.0,5.0,-5.3,9.0
CS(=O)(=O)c1ccc(Cl)c(NC(=O)COC(=O)c2cccc(C#N)c2)c1,-2.7,-8.9,-0.4,13.7,-11.6,-0.2,-2.5,1.3,-3.1,14.5,5.8
COC(=O)c1c(NC(=O)Cc2cccs2)sc(C)c1C,-0.5,-1.0,-1.0,8.6,-5.5,0.2,0.8,-8.8,0.2,-14.2,-0.7
CC1=C(C(=O)OC2CCCCC2)C(c2cccc([N+](=O)[O-])c2)NC(=O)N1 (stereo not drawn),-4.2,1.0,-0.5,22.9,-34.1,2.9,-1.3,-3.3,-1.8,23.2,-3.1
COC(C[C@H]1O[C@H]1[C@@H](O)[C@@H](C)OCc1ccccc1)OC,-3.2,-17.1,-1.1,-1.8,-14.1,nt,-1.6,-10.8,-0.7,11.6,-8.9
O=c1[nH]c2cc([N+](=O)[O-])c(NCCO)c([N+](=O)[O-])c2[nH]1,-2.6,-4.6,0.8,6.9,20.1,-8.7,2.0,1.0,-3.5,11.7,7.6
C/C(=N\NC(=O)c1nn(C)c(C)c1Br)c1ccc(NC(=O)c2ccc(C)s2)cc1,-0.3,-57.7,-0.5,-267.1,-145.0,0.6,-1.4,15.9,-2.5,-151.6,-40.8
O=C(O)c1cccc(NC(=S)N/N=C/c2ccccn2)c1,-0.7,23.6,-0.8,-61.9,-108.3,-1.6,-0.3,-2.7,-0.4,36.0,63.1*
CCc1ccc(CN(C)C(=O)c2ccc3c(=O)n4c(nc3c2)CCC4)cc1,4.7,-13.8,-0.5,24.8,-13.2,5.5,6.6,-2.6,0.0,9.4,-17.7
CCOC(=O)CN1C(=O)COc2ccc(C(C)(C)C)cc21,-4.7,12.4,-1.0,12.1,-13.7,-2.7,1.8,-8.5,8.0,-4.4,5.9
CN(C)CCCNC(=S)N(CCCO)Cc1cc2cc3c(cc2[nH]c1=O)OCO3,-5.1,2.6,0.5,-4.5,3.2,-0.3,-7.9,-1.7,2.8,14.4,0.8
O=C1NC(=O)C(c2ccc(Cl)cc2Cl)N1 (stereo not drawn),0.4,3.4,-1.8,4.2,8.8,nt,3.1,-1.8,-2.4,8.0,-5.0
CCCCNC(=O)Cn1c(=O)c2c(ncn2CC)n(Cc2ccccc2)c1=O,-1.5,-28.4,3.6,2.0,-12.7,4.4,7.6,-5.3,1.8,6.1,14.6
Cc1cccc(C)c1NC(=O)c1cn(-c2ccccc2)nc1-c1ccccc1,20.8*,3.4,-1.5,23.6,15.6,-1.7,2.7,-2.7,6.2,19.5,8.4
CCc1ccc(NC(=O)[C@H](Cc2c[nH]c3ccccc23)NC(=O)[C@@H]2Cc3ccccc3CN2)cc1,-8.3,-31.1,-1.6,-68.8,6.5,-2.6,nt,nt,-5.7,-87.6,0.6
CSc1ncccc1C(=O)N1CCN(S(=O)(=O)c2ccc(F)cc2)CC1,-5.2,2.0,-0.3,12.1,-20.1,0.5,-3.4,-2.0,0.2,8.4,1.2
CSc1nc(O)c(Cc2ccccc2)c(=O)[nH]1,-2.7,14.8,1.8,5.5,11.8,-0.9,3.5,-4.6,0.8,8.9,0.9
CC(c1ccccc1)n1c(N2CCN(C)CC2)nc2c1c(=O)[nH]c(=O)n2C (stereo not drawn),-1.5,6.3,-0.4,12.9,-0.2,-3.1,-15.8,-4.2,-3.3,15.4,2.2
COc1ccc(CC(=O)Nc2nc3ccc(F)cc3s2)cc1S(=O)(=O)N1CCOCC1,-11.6,-26.3,1.3,-50.8,-10.9,3.9,-8.6,-3.5,-3.1,-82.8,-10.0
O=C(CCNC(=O)c1ccc(Br)cc1)NCCCc1ccccc1,1.5,-6.3,0.2,-19.3,-1.4,-0.4,-0.9,-4.5,-3.6,-27.4,-9.5
CCCNC(=O)C1(C)CCN(Cc2ccc(-n3ccnc3)cc2)C1 (stereo not drawn),6.9,5.8,4.5,-5.7,-7.6,nt,9.3,-6.9,14.8,-0.3,nt
Cc1nc(SCC(=O)c2cc3ccccc3oc2=O)c(C#N)c(-c2ccccc2)c1C(=O)Nc1ccccc1,-1.1,0.6,0.1,32.7,-6.2,2.6,-10.1,-2.8,1.6,12.0,10.6
Cc1ccc(C(=O)OC(C)C(=O)NC2CCCCC2C)s1 (stereo not drawn),1.6,15.2,-0.1,6.5,-12.1,1.2,-5.7,-2.4,-5.1,4.0,5.4
COc1ccc(N(CC(=O)Nc2cccnc2)S(=O)(=O)c2ccc(C)cc2)cc1Cl,-12.4,-5.6,0.7,14.3,-11.9,-1.8,-3.9,-2.6,7.2,-22.1,nt
